Source: PubChem
Mito fusion act = mitochondrial division inhibition or fusion activation; Potency, µM (doses to about 46.1 µM), without a hit: at the highest dose growth rescue (activation), most hits filed as activators; 0.23% of 320,000 active; S. cerevisiae fusion-defective mutant growth rescue, CellTiterGlo 48 h;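 note: potency is the fitted concentration of half-maximal effect; % of control where 0% means no effect; nearly all actives have a fitted effect of over 45% in size; temperature-sensitive fusion mutants such as fzo1-1 at 37 °C on non-fermentable ethanol glycerol medium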
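Growth-rescue viability read-out: after 48 h at the non-permissive 37C in glycerol/ethanol YPEG, yeast mitochondrial fusion mutants are measured by CellTiterGlo luminescence; compounds (23 nl pinned per well) restoring growth score as division inhibitors or fusion activators.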
Menin-MLL TR inh = inhibitors of human menin-MLL interaction, mutant MLL peptide | O00255 | Menin + Texas Red MLL mutant peptide, fluorescence polarization | Potency, µM (doses to about 61.6 µM), without a hit: at the top dose FP activity change, negative = inhibition, actives largely listed as inhibitors | 0.23% of 270,000 active; active = well fitted inhibition curve with a large enough effect in the polarisation, with a control signal flat, not every such curve was filed as active; inconclusive = small, poorly fitted or top-dose-only effect, or effect the other way, or a change in a side signal; inactive = no such curve, though single readings can be large or run the other way; the % refers to the polarisation; note: potency is the fitted concentration of half-maximal effect; % of control where 0% means no effect; many of its hits are not listed in these tables
Integrin act MD = integrin-mediated muscular dystrophy alleviation activation; alpha7betagal myoblasts, beta-gal FDG fluorescence, 48 h; Potency, µM (highest dose often 38.3 µM), inactives show at the top dose activation, usual class: activators; 0.064% of 350,000 active;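 note: potency is the fitted concentration of half-maximal effect; 100% = response of the positive control SU9516; nearly all actives have a fitted effect of over 60% in size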
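Alpha7betagal+/- myoblasts (passage 13) were plated 16-24 hr, then exposed to compounds (1:260 dilution of DMSO stock) for 48 hours at 37C. After MPER lysis, β-galactosidase reporter activity was read as FDG fluorescence (ex 480/em 540) after 30 minutes.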
MLL CXXC-DNA inh = MLL CXXC-DNA interaction inhibition; Potency, µM (titrated, usually from 115 µM), for inactives: at the top dose activity change, negative = inhibition, actives largely listed as inhibitors; MLL-CXXC / FITC-HOXA9 DNA fluorescence polarization; 0.037% of 290,000 active; Q03164; AID 2662; active = well fitted inhibition curve with a large enough effect in the polarisation, with a control signal flat, not every such curve was filed as active; inconclusive = small, poorly fitted or top-dose-only effect, or effect the other way, or a change in a side signal; inactive = no such curve, though single readings can be large or run the other way; the % refers to the polarisation; note: potency is the fitted concentration of half-maximal effect
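Steps: dispense CXXC domain solution (7 uM) → pin compounds or unlabeled HOX-A9 DNA control → 5 min ambient → add FLSN-HOX-A9 solution (50 nM) → spin → 30 min ambient → fluorescence polarization. Tris pH 7.5/NaCl/DTT/BSA buffer.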
TSG101-PTAP inh = blocks PTAP/TSG101 interaction to inhibit HIV-1 budding | Q99816 | Fluorescence polarization, FITC-PTAP peptide / Tsg101 binding | Potency, µM (doses to about 115 µM), for inactives: at the top dose activity change, negative = inhibition, hits mostly inhibitors | 340,000 tested, under 10 active; active = well fitted inhibition curve with a large enough effect in the main read-out, with a control signal flat, not every such curve was filed as active; inconclusive = small, poorly fitted or top-dose-only effect, or effect the other way, or a change in a side signal; inactive = no such curve, though single readings can be large or run the other way; note: potency is the fitted concentration of half-maximal effect; % of control where 0% means no effect
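Steps: Tsg101 binding domain dispensed (10 uM final), compounds pinned in DMSO, FITC-labeled PTAP-motif peptide added (50 nM final); after 20 min binding at room temperature, polarization measured.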
TSHR antagonist = human thyrotropin receptor antagonism; 0.2% of 330,000 active; AID 504810; activity change, negative = inhibition, % at 11.5 µM; P16473; TSHR-expressing cells, TSH-stimulated cAMP HTRF, 2 h; stronger effect = lower value;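 active = activity change below a set negative limit, meaning inhibition stronger than a set level, cut at about -70% in these data; inconclusive = activity change between two set negative limits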; note: % is set by controls: 0 for no effect and ±100 for the full control effect
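Read-out is FRET at 665 nm (cryptate excitation 337 nm) from a cryptate-tagged anti-cAMP antibody, competed by cell cAMP against cAMP-d2. Compounds are tested on freshly harvested TSHR cells challenged with 4nM TSH (EC80) for 2 hours at 37 deg C.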
TCR activator = T cell receptor activation | primary human leukocytes, anti-CD3, IL-2 HTRF, 48 h | Potency, µM (titrated, usually from 9.22 µM), for the others: at the highest dose activation of IL-2 secretion, most hits filed as activators | 330,000 tested, under 10 active; note: % of control where 0% means no effect
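48 hr co-incubation of compounds, a-CD3 beads and primary human leukocytes; IL-2 quantified homogeneously by HTRF with anti-IL-2 K and d2 conjugates.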
A-T KAP1 phos = candidate therapy for ataxia-telangiectasia | AID 485349 | 0.19% of 320,000 active | Potency, µM (top dose mostly 57.5 µM), for inactives: at the top dose activation, hits mostly activators | […] A-T fibroblasts, KAP-1 phosphorylation AlphaLISA; neocarzinostatin DNA damage 30 min before lysis; note: potency is the fitted concentration of half-maximal effect; % of control where 0% means no effect; nearly all actives have a fitted effect of over 45% in size
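hTERT-immortalized A-T patient fibroblasts ([…]), 500 cells/well in OPTI-MEM, 1% FBS, got compounds for 60 min, then NCS for 30 min at 37C. Lysates were then assayed for phospho-KAP-1 by AlphaLISA (anti-pKAP1 donor, anti-KAP1 acceptor beads), 6 hr at 25C.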
MBNL1-CUG inh = inhibitors of human MBNL1 binding to CUG repeat RNA | Q9NR56 | TR-FRET MBNL1-His/biotin-(CUG)12 binding, 665/545 ratio | Potency, µM (doses to about 57.5 µM), inactives show top-dose activity change, negative = inhibition, hits mostly inhibitors | 0.036% of 280,000 active; active = well fitted inhibition curve with a large enough effect in the signal ratio, with a control signal flat, not every such curve was filed as active; inconclusive = small, poorly fitted or top-dose-only effect, or effect the other way, or a change in a side signal; inactive = no such curve, though single readings can be large or run the other way; the % refers to the signal ratio; note: potency is the fitted concentration of half-maximal effect; % is set by controls: 0 for no effect and ±100 for the full control effect
Target sequence (Q9NR56 whole entry, looked up): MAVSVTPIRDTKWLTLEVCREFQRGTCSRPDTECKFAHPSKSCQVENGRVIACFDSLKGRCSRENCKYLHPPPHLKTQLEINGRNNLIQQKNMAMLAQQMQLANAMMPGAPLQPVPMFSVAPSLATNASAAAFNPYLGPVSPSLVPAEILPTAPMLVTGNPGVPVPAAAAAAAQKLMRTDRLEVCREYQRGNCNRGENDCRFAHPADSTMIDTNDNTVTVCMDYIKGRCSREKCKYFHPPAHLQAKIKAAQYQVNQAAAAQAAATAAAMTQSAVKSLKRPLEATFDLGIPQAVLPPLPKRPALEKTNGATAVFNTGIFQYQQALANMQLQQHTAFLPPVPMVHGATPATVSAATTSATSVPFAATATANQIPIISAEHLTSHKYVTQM
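His-tagged MBNL1 binding to biotinylated (CUG)12 RNA was measured by TR-FRET using terbium anti-His antibody (0.055 ng/ul final) and streptavidin-XL665 (5 nM final). Compounds were titrated 92 nM to 58 uM; 60 min at room temperature.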
S-ASM inh = inhibitors of human secretory acid sphingomyelinase. P17405. placental ASM, HMU-PC fluorogenic substrate, 60 min. Potency, µM (top dose mostly 57.5 µM), for the others: at the highest dose activity change, negative = inhibition, most hits filed as inhibitors. 0.006% of 340,000 active; note: potency is the fitted concentration of half-maximal effect
Target sequence (P17405 47-631 limits assumed): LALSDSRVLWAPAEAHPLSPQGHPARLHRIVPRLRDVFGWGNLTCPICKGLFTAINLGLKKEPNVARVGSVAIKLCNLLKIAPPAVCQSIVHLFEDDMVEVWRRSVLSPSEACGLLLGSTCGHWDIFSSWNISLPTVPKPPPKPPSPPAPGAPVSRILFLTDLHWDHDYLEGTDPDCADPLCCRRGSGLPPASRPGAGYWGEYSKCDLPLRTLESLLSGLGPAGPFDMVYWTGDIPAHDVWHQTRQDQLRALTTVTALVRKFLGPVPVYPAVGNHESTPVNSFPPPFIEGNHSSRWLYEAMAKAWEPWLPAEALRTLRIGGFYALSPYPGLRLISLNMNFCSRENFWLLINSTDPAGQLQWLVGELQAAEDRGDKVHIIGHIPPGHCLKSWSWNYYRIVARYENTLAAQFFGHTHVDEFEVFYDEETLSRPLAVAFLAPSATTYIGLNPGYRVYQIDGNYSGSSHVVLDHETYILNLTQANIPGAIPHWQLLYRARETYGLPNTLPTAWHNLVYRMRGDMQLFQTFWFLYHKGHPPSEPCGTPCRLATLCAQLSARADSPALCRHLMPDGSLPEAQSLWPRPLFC
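Fluorescence read-out (Ex 386 nm, Em 447 nm) after stopping the reaction at pH 10. Enzyme: ASM from human placenta; substrate HMU-PC0, 9 uM final; 60 min, 37 °C. Compound preincubation 10 min, ambient temperature.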
Active calls of the source: *; ? = inconclusive; . = no result given; [ ] = another dose, or the depositor's remark. Unless noted, calls come from the whole dose curve; as a rule, active = well fitted curve in the direction sought with a large enough effect; inconclusive = small, poorly fitted or top-dose-only effect, or another doubt; inactive = no such curve, though single readings can be large; an effect the other way counts as inactive or inconclusive. An excerpt, so the mix of outcomes need not match the whole.

SMILES	Mito fusion act	Menin-MLL TR inh	Integrin act MD	MLL CXXC-DNA inh	TSG101-PTAP inh	TSHR antagonist	TCR activator	A-T KAP1 phos	MBNL1-CUG inh	S-ASM inh
COC(=O)C1=C(N)Oc2cc(C)n(CCCn3ccnc3)c(=O)c2C1c1cccc(Cl)c1 (stereo not drawn)	-1.5%	0.4%	9.7%	35.4%[activator]	-6.7%	-9.6	3.0%	-4.7%	3.2%	3.3%
CCc1ccc(C(=O)COC(=O)[C@@H](NC(N)=O)[C@@H](C)CC)cc1	-4.4%	-22.4%	-31.5%	6.9%	-4.1%	-5.0	5.1%	5.9%	-1.2%	-0.2%
O=C(CCN1CCN(S(=O)(=O)c2cccc([N+](=O)[O-])c2)CC1)Nc1ccccc1F	0.5%	.	-12.0%	15.6%	-0.5%	-11.6	-1.7%	11.6%	?	-3.4%
Cc1ccc(S(=O)(=O)N2CCCCC2CCNC(=O)C(=O)NCc2ccncc2)cc1 (stereo not drawn)	5.2%	.	-27.4%	.	-0.7%	1.3	7.2%	3.7%	.	1.2%
COc1ccc(C(=O)Nc2ccc3c(c2)C(=O)NC3=O)cc1	0.5%	?	18.2%	87.6%[activator]	0.0%	0.5	-1.8%	-2.5%	55.5%[activator]	17.2%
C/C(=N\NC(=O)c1ccc(O)cc1)c1ccc(NC(=O)Cc2ccccc2)cc1	-1.6%	.	-12.6%	-11.5%	-3.8%	60.5	9.4%	-3.4%	2.2%	5.2%
Cc1ccc(S(=O)(=O)N2CCOc3ccccc32)c(C)c1NS(C)(=O)=O	-5.6%	4.3%	-9.2%	2.2%	-0.3%	-2.5	-4.2%	-7.4%	-0.5%	0.7%
Cn1c(C(=O)N2CCCC2)cc2c(=O)n(C)c3ccccc3c21	-0.7%	-2.6%	14.5%	0.4%	-2.8%	-4.5	-0.2%	10.3%	0.5%	-0.6%
COc1ccc(-n2nc(C(=O)NCC(=O)N3CCC(C)CC3)c3ccccc3c2=O)cc1Cl	10.7%	-6.5%	2.7%	1.7%	-9.0%	20.2	-5.7%	11.6%	?	-4.4%
CN1CCN(CC(O)COc2ccc(OCC(O)CN3CCN(C)CC3)cc2)CC1 (stereo not drawn)	0.1%	13.2%	-11.7%	1.2%	-7.7%	4.5	-5.6%[46.1 µM]	-0.2%	0.4%	-0.3%

Arranged by the number under TSG101-PTAP inh (smallest number first): three from the list above.
Structure	TSG101-PTAP inh
Cc1ccc(S(=O)(=O)N2CCCCC2CCNC(=O)C(=O)NCc2ccncc2)cc1 (stereo not drawn)	-0.7%
Cc1ccc(S(=O)(=O)N2CCOc3ccccc32)c(C)c1NS(C)(=O)=O	-0.3%
COc1ccc(C(=O)Nc2ccc3c(c2)C(=O)NC3=O)cc1	0.0%

(continued)
SMILES	Mito fusion act	Menin-MLL TR inh	Integrin act MD	MLL CXXC-DNA inh	TSG101-PTAP inh	TSHR antagonist	TCR activator	A-T KAP1 phos	MBNL1-CUG inh	S-ASM inh
C/C(=N\N1C(C)CCCC1C)c1ccccc1O (stereo not drawn)	4.4%	1.1%	7.1%	-12.3%	-5.7%	20.3	-1.5%	-2.8%	-15.8%	-1.1%
O=C(NCC(c1ccc(F)cc1)N1CCOCC1)c1nn(-c2ccccc2)c(=O)c2ccccc12 (stereo not drawn)	12.9%	.	-21.3%	.	-6.0%	13.4	-2.6%	4.9%	.	-2.8%
Cc1nn(CCCC(=O)NCCCN2CCN(C)CC2)c(=O)c2c1sc1ccccc12	-9.1%	-1.1%	-18.8%	-4.4%	4.5%	-2.4	-1.3%	0.6%	4.0%	-0.4%
CCC(=O)NC(c1cccs1)c1cc([N+](=O)[O-])c2cccnc2c1O (stereo not drawn)	0.0%	11.2%	-11.7%	4.3%	-4.8%	-5.0	4.1%[46.1 µM]	-8.0%	.	2.5%
COc1cc(S(=O)(=O)Nc2ccccc2)ccc1NC=O	1.8%	7.5%	7.5%	0.6%	-5.0%	3.9	-4.8%	-2.1%	0.1%	2.8%
O=C(NCCCN1CCCC1=O)c1ccc2c(=O)n(Cc3ccco3)c(=S)[nH]c2c1	0.7%	12.3%	-53.7%[inhibitor]	-13.9%	-3.5%	-0.5	2.8%[46.1 µM]	-0.6%	9.4%	2.7%
Cc1cc(NC(=O)c2cccc(S(=O)(=O)N3CCC(C)CC3)c2)no1	-19.5%	4.4%	23.2%	0.1%	-11.0%	2.0	3.0%	4.8%	0.9%	-0.9%
COCc1[nH][nH]c(=O)c1/C=N/N1CCOCC1	2.9%	1.6%	-13.8%	2.1%	-5.0%	-1.3	-17.2%	1.9%	-2.4%	3.7%
Cn1c(=O)c2c(nc(SCC(=O)NCc3ccc4c(c3)OCO4)n2Cc2ccc(F)cc2)n(C)c1=O	-0.4%	?	3.9%	4.3%	-11.5%	8.4	3.5%[46.1 µM]	.	?	-0.2%
O=C(Nc1ccc2[nH]ccc2c1)c1ccc(F)cc1	-4.8%	.	-20.8%	-8.2%	-1.8%	6.3	4.8%	-9.0%	.	0.2%

Additional entries:
SMILES	Mito fusion act	Menin-MLL TR inh	Integrin act MD	MLL CXXC-DNA inh	TSG101-PTAP inh	TSHR antagonist	TCR activator	A-T KAP1 phos	MBNL1-CUG inh	S-ASM inh
O=C1Nc2c(c(=O)[nH]c(=O)n2-c2ccccc2)C(C(F)(F)F)(C(F)(F)F)N1	-4.6%	-0.9%	24.6%	-0.4%	-3.1%	-3.0	-4.5%	2.4%	-1.2%	1.5%
CCn1ncc(Br)c1C(=O)Nc1ccc(F)c([N+](=O)[O-])c1	8.8%	-4.5%	-45.8%[inhibitor]	17.2%	-0.3%	-26.6	-2.7%[46.1 µM]	-3.0%	?	1.7%
COc1ccc(NC(=O)/C=C/c2cc(OC)c(OC)c(OC)c2)cn1	8.6%	-21.0%	5.1%	1.7%	-3.4%	-0.8	-1.6%	0.8%	?	-1.8%
CCOc1ccc(C2C=C(c3ccccc3)Nc3nnnn32)cc1 (stereo not drawn)	-1.3%	-17.2%	-2.8%	-1.0%	-4.3%	-2.3	1.7%	8.5%	-5.0%	12.2%
Fc1cccc(Oc2nc3ccccc3n3cccc23)c1	4.2%	-15.4%	-32.6%	-7.2%	1.3%	0.6	-2.7%	1.0%	7.6%	-7.7%
Cc1cc(C)nc(N2CCCC(C(=O)Nc3nnc(C(C)C)s3)C2)n1 (stereo not drawn)	-1.2%	11.3%	.	8.8%	.	-7.5	7.4%[46.1 µM]	5.4%	1.1%	.
Cc1c(C(=O)N2CCCCC2)c(S(=O)(=O)NCc2ccc(N(C)C)cc2)c(C)n1C	4.8%	-6.1%	9.4%	-4.5%	-4.0%	9.5	-6.0%	-7.6%	-4.4%	-1.3%
O=C(Nc1ccc(F)cc1)N1CCN(c2ccc(F)cc2)CC1	0.0%	3.4%	32.7%	3.5%	-2.4%	-6.5	-7.9%	0.6%	8.7%	6.1%
COc1ccc(NC(=O)Cn2c(=O)oc3cc(Cl)ccc32)c(OC)c1	1.8%	5.5%	6.0%	6.2%	-0.4%	-5.7	-16.7%	2.2%	-3.5%	3.6%
O=C(c1ccco1)N1CCN(Cc2cc(=O)c(OCc3ccc(F)cc3)co2)CC1	-2.8%	.	-6.2%	.	-2.3%	0.3	-1.2%	8.0%	.	-0.5%

Other compounds
SMILES	Mito fusion act	Menin-MLL TR inh	Integrin act MD	MLL CXXC-DNA inh	TSG101-PTAP inh	TSHR antagonist	TCR activator	A-T KAP1 phos	MBNL1-CUG inh	S-ASM inh
CCOc1ccc(Cn2nnc(C(=O)Nc3ccc(OC)cc3OC)c2N)cc1	-1.4%	28.3%	27.7%	-2.9%	0.9%	3.8	4.1%	1.8%	?	-7.0%
Cc1c(OC(C)C(=O)NCc2ccccn2)ccc2c3c(c(=O)oc12)CCCC3 (stereo not drawn)	7.6%	.	?	3.5%	-3.0%	-0.7	1.9%	11.9%	-3.2%	-2.5%
Cc1ccc2nc(-c3ccncc3)c(NC3CCCCC3)n2c1	-6.7%	-13.6%	0.0%	-5.1%	-2.2%	5.9	-3.2%	-0.5%	-4.3%	23.4%
CCOCc1cc(=O)[nH]c(SC)n1	-1.8%	-13.4%	8.7%	1.5%	-2.8%	-5.6	3.2%	0.2%	?	3.6%
CCOC(=O)c1cc(NC(=O)Nc2ccc(Br)cc2)c(C)nc1C	8.0%	?	10.0%	0.7%	2.2%	-14.8	-1.2%	1.5%	-4.0%	-20.1%
